Assay outcomes as filed in PubChem BioAssay.
CHRM1 PAM: potentiates human M1 receptor response to acetylcholine. actives 0.088% (n = 360,000). activation, % at 3 µM. CHO-K1 hM1, Fluo-8 calcium fluorescence, ACh EC20; 0% = ACh EC20, 100% = maximal ACh. AID 588819; in the data active = activation above about 19%, passing the limit was not always enough
M4 antag: blocks acetylcholine activation of human M4 receptor. P08173. CHO-hM4 cells, ACh EC80, Fluo-8 calcium fluorescence. inhibition, % at 3 µM. actives 0.73% (n = 360,000);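 active = inhibition above its plate's cutoff, the mean inhibition of sample wells plus 3 SD, cut at about 27% in these data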;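 also: 0% = acetylcholine EC80 with DMSO and 100% = DMSO without agonist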
Target sequence (P08173 whole entry, looked up): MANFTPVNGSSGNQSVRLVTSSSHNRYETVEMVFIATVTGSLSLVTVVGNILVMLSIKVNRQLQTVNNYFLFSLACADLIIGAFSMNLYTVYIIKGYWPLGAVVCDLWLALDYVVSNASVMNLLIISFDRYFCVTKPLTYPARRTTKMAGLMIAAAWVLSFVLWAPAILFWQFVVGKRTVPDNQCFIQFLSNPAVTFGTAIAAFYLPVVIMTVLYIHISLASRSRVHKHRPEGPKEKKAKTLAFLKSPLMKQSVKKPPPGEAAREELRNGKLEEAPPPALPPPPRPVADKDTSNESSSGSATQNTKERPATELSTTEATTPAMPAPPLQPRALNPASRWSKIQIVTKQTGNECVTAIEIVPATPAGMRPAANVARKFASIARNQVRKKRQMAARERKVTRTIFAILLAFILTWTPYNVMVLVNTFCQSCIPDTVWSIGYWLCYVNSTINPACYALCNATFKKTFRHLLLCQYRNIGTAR
CHO parental Ca: counter-screen for OX1R antagonists: effect in parental CHO cells; parental CHO-K1, ATP-induced calcium, Fluo-8 fluorescence; inhibition, % at 5.6 µM; actives 0.63% (n = 330,000); AID 463079;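 active = inhibition above that plate's mean sample inhibition plus 3 SD, cut at about 26% in these data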;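 also: 0% = ATP-challenged DMSO wells and 100% = DMSO wells without ATP; some compounds past the cut are filed as inactive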
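Assay system – parental CHO cells · Reagent – ATP stimulus · Detection – intracellular calcium via Fluo-8 no-wash fluorescent dye · Evaluation – percent inhibition of ATP-evoked calcium rise, normalized to controls · Controls – ATP wells versus no-ATP DMSO wells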
CHRM4 agonist: agonists of human muscarinic M4 receptor (CHRM4). actives 0.14% (n = 360,000). activation, % at 3 µM. CHO-K1 hM4/Gqi5, Fluo-8 calcium fluorescence; vehicle 0%, full acetylcholine response 100%;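 active = activation above the run mean over all test wells plus 3 SD, cut at about 32% in these data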;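 also: peak over basal fluorescence ratio per well then scaled between controls; 0% = DMSO wells and 100% = acetylcholine at EC100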
M1 antag: human CHRM1 antagonism. P11229. CHO-K1 hM1, Fluo-8 calcium fluorescence, ACh EC80 antagonist. inhibition, % at 3 µM. actives 1.3% (n = 360,000). AID 588852;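 active = percent inhibition above its own plate's cutoff, namely the mean of that plate's compound wells plus 3 SD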;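 also: peak over basal fluorescence ratio during 140 s after agonist addition; 0% = ACh EC80 plus DMSO and 100% = DMSO alone without agonist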
OXTR potentiator: potentiators of human oxytocin receptor; P30559; CHO-OTR cells, Fluo-8 calcium fluorescence, potentiator mode; 0% = oxytocin EC15, 100% = EC100; activation, % at 3 µM; actives 0.061% (n = 320,000); AID 2445;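 active = activation above that plate's cutoff, the mean activation of tested compounds plus 3 SD, cut at about 6.6% in these data, passing the limit was not always enough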;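 also: 100% uses oxytocin at 75 nM as the full agonist control; some results filed as inactive read as strong as hits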
Target sequence (P30559 whole entry, looked up): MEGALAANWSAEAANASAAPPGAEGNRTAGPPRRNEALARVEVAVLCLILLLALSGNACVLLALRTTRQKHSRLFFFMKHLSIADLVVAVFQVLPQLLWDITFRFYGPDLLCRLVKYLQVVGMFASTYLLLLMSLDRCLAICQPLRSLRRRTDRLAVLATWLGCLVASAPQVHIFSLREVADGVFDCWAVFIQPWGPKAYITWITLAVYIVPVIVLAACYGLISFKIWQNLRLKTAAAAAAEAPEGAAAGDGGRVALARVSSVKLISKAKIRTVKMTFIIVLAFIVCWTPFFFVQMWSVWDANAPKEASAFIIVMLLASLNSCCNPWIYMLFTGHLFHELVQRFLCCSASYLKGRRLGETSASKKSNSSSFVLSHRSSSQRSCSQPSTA
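Measured by – Fluo-8 calcium dye fluorescence · Test system – human OTR in CHO cells · Dosing – one concentration, 3.0 µM compound · Controls – EC15 oxytocin alone as 0%, 75 nM oxytocin as 100% · Evaluation – normalized max/min fluorescence ratio, % activation · Timing – 6 min pre-incubation, 100 s read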
M1 ag: human M1 muscarinic receptor agonism. P11229. CHO-K1 hM1, Fluo-8 calcium fluorescence, agonist mode; 0% DMSO, 100% acetylcholine EC100. activation, % at 3 µM. actives 0.33% (n = 360,000). AID 588814;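 active = activation above the run's mean compound activation plus 3 SD, cut at about 16% in these data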;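 also: peak over basal fluorescence ratio within a 140 s kinetic read after compound addition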
CHO-K1 Ca antag: M1 antagonist counterscreen hit in parental CHO-K1 cells | ATP-induced calcium, Fluo-8 fluorescence | inhibition, % at 3 µM | actives 0.6% (n = 360,000) | AID 602250;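 active = inhibition above a per-plate cutoff, the plate's mean sample inhibition plus 3 SD, cut at about 24% in these data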;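 also: 0% = DMSO plus EC80 ATP and 100% = DMSO alone without ATP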
M1 ag parental: M1 agonist counterscreen hit in parental CHO-K1 cells; activation, % at 3 µM; AID 602248; actives 0.48% (n = 360,000); Fluo-8 calcium fluorescence; scaled to maximal ATP response, vehicle zero; in the data active = activation above about 15%;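 also: untransfected CHO-K1 host cells lacking M1 receptor as counterscreen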
Active calls of the source: *; . = not tested or not shown.

Order of values – CHO-K1 Ca antag, M1 ag parental, M1 ag, OXTR potentiator, CHRM4 agonist, CHRM1 PAM, CHO parental Ca, M1 antag, M4 antag
- CC1CC(C)CN(C(=O)C2CC(=O)N(c3ccc(F)cc3)C2)C1 (stereo not given)
→ -24, 1.9, -1, -4, 3, 12, -13, -19, 0
- Cc1[nH]c2ccccc2c1C(=O)CSC(=S)N(C)C
→ -9, 1.0, -3, -6, 2, 2, 2, 0, -1
- Cc1nn(-c2ccccc2)nc1C(=O)NNC(=O)c1cccc2ccccc12
→ 1, 0.9, -3, -7, 5, -9, -20, 11, 2
- O=C(NNC(=O)c1ccccc1Br)c1ccc2nc[nH]c2c1
→ -8, 1.2, -2, -2, 1, 14, -6, -6, 6
- CSc1ccc(C(O)c2ncc(-c3cccc(F)c3)[nH]2)cc1 (stereo not given)
→ 9, 1.4, 4, ., 5, 12, ., -15, -16
- CCN(CC(=O)NCc1ccc(Cl)cc1)C(=O)c1cc(OC)cc(OC)c1
→ -9, -0.2, -5, -7, 1, 8, -18, -11, -1
- Cc1ccc(S(=O)(=O)N2[C@H](c3ccccc3)CC(=O)[C@@H]3CN(S(=O)(=O)c4ccccc4)[C@H](c4ccccc4)C[C@@H]32)cc1
→ -16, 1.4, 4, ., 1, 3, ., -21, -7
- Cc1ccccc1C(=O)Nc1ccc(S(=O)(=O)N2CCOCC2)cc1
→ 0, 9.0, -2, -14, 2, 2, -6, 0, -5
- Cc1nnc(SC(C)C(=O)NCC2CCCO2)n1-c1ccccc1 (stereo not given)
→ 15, 0.0, -4, -7, 1, -1, -1, 6, 7
- Nc1nc(NCC2CCCO2)nc(Nc2ccc(Cl)cc2)c1[N+](=O)[O-] (stereo not given)
→ 1, 3.1, -2, -3, 13, -6, -16, 14, 4
- COc1ccc(N(CC(=O)NCCc2ccccc2)C(=O)CCC(=O)Nc2nccs2)c(OC)c1
→ -8, 2.2, 0, -8, 5, 17, -13, -16, -11
- COc1ccc(C(=O)Nc2ccc(N3CCOCC3)cc2)cc1S(=O)(=O)NC1CCCC1
→ -4, 1.1, -3, -16, 2, 4, -7, 1, 2
- Cc1ccc(CSCCC(=O)NCCC2=CCCCC2)cc1
→ -6, 0.5, -8, -8, -1, 7, -12, 9, 8
- CCOC(=O)C1=CN(Cc2ccco2)S(=O)(=O)N(CC)C1c1ccccc1 (stereo not given)
→ -5, -0.8, -5, ., -2, 10, -15, -10, -20
- CC(/C=N/NC(=O)c1ccc(Br)cc1)=C\c1ccccc1
→ 9, -0.5, 1, 1, 2, -1, 66*, -5, 0
- O=C(Nc1ccc(Cl)cc1)c1ccc(CN2CCc3ccccc3C2)cc1
→ -2, 2.2, -8, 3, 3, -10, -9, 7, 12
- CCOc1ccc(NC(=O)C2CCN(S(=O)(=O)c3cccs3)CC2)cc1
→ -5, 9.6, -3, -15, 19, 0, 22, 0, -20
- COc1ccc(-n2ncc3c(NCc4cccs4)ncnc32)cc1
→ -4, 3.1, -1, -2, 6, -5, -23, 4, -1
- Nc1ccc2[nH]c(=S)sc2c1
→ -7, 0.5, -2, ., 1, -2, ., -6, 11
- CCCCN1C(=O)C(CC(=O)NCC2CCCCC2)CC(C(=O)N(C(C)C)C(C)C)=C1C (stereo not given)
→ -12, -0.1, -7, ., 0, 6, ., -8, -13

Reprinted at random: 2 compounds from above
Order of values – CHO-K1 Ca antag, M1 ag parental, M1 ag, OXTR potentiator, CHRM4 agonist, CHRM1 PAM, CHO parental Ca, M1 antag, M4 antag
- CSc1ccc(C(O)c2ncc(-c3cccc(F)c3)[nH]2)cc1 (stereo not given)
→ 9, 1.4, 4, ., 5, 12, ., -15, -16
- CC(/C=N/NC(=O)c1ccc(Br)cc1)=C\c1ccccc1
→ 9, -0.5, 1, 1, 2, -1, 66*, -5, 0

Next section:
Order of values – CHO-K1 Ca antag, M1 ag parental, M1 ag, OXTR potentiator, CHRM4 agonist, CHRM1 PAM, CHO parental Ca, M1 antag, M4 antag
- CC(=O)Nc1cccc(NC(=O)C(F)(F)F)c1
→ 2, 0.8, -2, 0, 0, -1, 1, -5, -2
- CC(=O)OCC1=C(C(=O)O)N2C(=O)C(NC(=O)C(C)Cn3nc(C)c(Cl)c3C)C2SC1 (stereo not given)
→ -17, 0.3, -4, -17, 1, 3, -5, -2, 4
- O=C(Cc1csc(-c2ccccc2)n1)NCC(=O)Nc1ccc(F)c(F)c1F
→ 11, -0.5, 0, 2, 2, 6, -21, -14, 7
- COc1cc(C(C)=O)ccc1OCC(O)Cn1nc(C)c(C(C)=O)c1C (stereo not given)
→ -11, 1.0, -2, -8, 1, 5, -13, -9, 7
- O=C(NCc1cccc(F)c1)C1CCC(=O)N(CCc2cccc(F)c2)C1 (stereo not given)
→ -6, 0.4, -3, -1, 1, -2, -19, 3, -3
- COc1ccc(OCc2ccc(C(=O)N3CCOCC3)cc2)cc1
→ 3, 0.5, -2, -6, 2, -4, -6, 21, 8
- CC(C)(C)C1CCc2c(sc(NC(=O)CSc3ncn[nH]3)c2C#N)C1 (stereo not given)
→ 4, 5.6, -1, -9, 1, 15, -2, -11, 0
- Cc1ccccc1NC(=O)c1ccc2c(c1)CCN2S(C)(=O)=O
→ 12, 0.2, -1, ., 2, 14, ., -19, -6
- Cn1cnnc1SCC(=O)Nc1ccc(S(=O)(=O)N2CCOCC2)cc1
→ -14, 2.6, -7, 2, 0, 8, 1, -8, -5
- COc1ccccc1N1CCN(C(=O)c2[nH]c(C(F)(F)F)nc2-c2ccccc2)CC1
→ -9, 1.1, 1, ., 2, 4, ., -29, -1
- Cc1ccc(S(=O)(=O)N2CCN(C(=O)c3ccc(N4CCCCC4)c([N+](=O)[O-])c3)CC2)cc1
→ -7, 0.4, 6, 1, 0, 17, 5, 3, -7
- COC(=O)C1=C(CN2CCCc3ccccc32)NC(=O)NC1c1ccc(F)cc1 (stereo not given)
→ -5, 0.3, -7, -9, -1, 5, -19, -4, 16
- COc1ccc(C(=O)OCC(=O)Nc2nc3c(F)c(F)c(F)cc3s2)cc1OC
→ -8, 1.4, -1, -1, 0, 7, -13, -2, -5
- CCOC(=O)c1c(NC(=O)COC(=O)CCCOc2ccc(OC)cc2)sc(C(=O)NC)c1C
→ -11, 3.2, -5, -1, 8, 4, -14, -8, 2
- COc1ccccc1N1CCN(C2CCN(C(=O)c3ccc(F)cc3)CC2)CC1
→ -5, 1.6, -8, -2, 1, 3, -11, -1, -4
- O=C(Nc1nnc([C@@H]2C[C@H](O)[C@@H](CO)O2)s1)NC(c1ccccc1)c1ccccc1
→ -15, 0.0, -1, ., 0, 4, ., -15, -24
- COc1cc(/C(C)=N\NC(=O)CSc2nc3ccccc3n2C)ccc1O
→ -16, 1.5, 0, -2, 3, 4, -20, -3, 22
- O=C1C2CCCN2C(=O)N1CCCN1CCN(c2cccc(Br)c2)CC1 (stereo not given)
→ 4, 1.5, -7, -15, 1, -1, -2, -1, 1
- Cc1cc(N2CCCCC2)nc(N2CCCCC2)n1
→ -5, 2.3, 28*, -2, 2, -14, -5, 15, -5
- NS(=O)(=O)c1cccc(NC(=O)CSc2nnc(C3CC3)n2-c2ccccc2)c1
→ -8, -0.1, -1, -4, -1, 6, -8, -13, 2
- CCOC(=O)C1=C(N)N2C(=O)C(C)SC2=C(C(=O)OCC)C1c1ccccc1 (stereo not given)
→ -7, 0.6, -5, -10, 0, -4, -6, -6, -9
- CCN(CC)S(=O)(=O)c1cccc(-c2n[nH]c(=S)n2CC(C)C)c1
→ -16, 0.6, -5, 2, 2, 6, -14, -7, -4
- CCn1c(C)nc2cc(C(=O)N/N=C/c3ccc(O)c(O)c3O)ccc21
→ 12, -0.6, 1, ., 0, 12, ., -7, 0
- Nc1ccc(S(=O)(=O)c2ccc(NC(=O)c3cccnc3)cc2)cc1
→ -6, 0.3, 8, ., 3, 14, ., -4, -5
- COc1cccc(-c2nc(-c3ccc(NC(=O)c4cccs4)cc3)no2)c1
→ -3, 0.2, -4, -12, 1, 11, -24, -15, 1
- CCN(CC)S(=O)(=O)c1ccc(N2CC(C(=O)NCc3ccc4c(c3)OCO4)CC2=O)cc1 (stereo not given)
→ 0, 2.1, -4, -7, 5, 1, -11, -2, -6
- COc1cccc(/C=N/n2c(COc3ccccc3)n[nH]c2=S)c1OC
→ -3, 0.8, -4, -6, 0, 1, -13, 1, 9
- Cc1cccc(NC(=O)C2(c3ccc([N+](=O)[O-])cc3)CCCC2)c1
→ 3, 19*, 4, -25, 5, -5, 36*, 12, -5
- O=C(COC(=O)c1ccccc1Cl)NCCC1=CCCCC1
→ -14, 0.8, -14, -12, 0, 12, -22, -4, -6
- CCOc1ccccc1N(CC(=O)Nc1ccccc1C(=O)O)S(C)(=O)=O
→ -9, -0.2, -3, -4, 0, 8, -8, -12, 3
- CC(C)n1c(O)c(N=Nc2ccc(Cl)c(C(=O)O)c2)c2ccccc21
→ -3, 0.3, -4, -1, 1, 13, -11, -12, 7
- COc1cc2c(N3CCOCC3)cc(O)c(CC(=O)Nc3ccccc3)c2cc1OC
→ 5, 0.2, -2, -10, 2, 8, 9, -22, -2
- O=C(COc1ccc(Br)cc1Cl)NC1CCN(Cc2ccccc2)CC1
→ -7, 4.0, -4, -6, 6, 0, -23, -3, 6
- Cc1nn(CCC(=O)NCc2ccc(N(C)C)cc2)c(=O)c2nn(-c3ccccc3)c(C)c12
→ -9, 1.6, -5, 2, 0, 1, -26, 3, 1
- COc1ccc(C2CC(=O)Oc3c(C(CCN4CCN(c5ccccc5)CC4)c4ccc(N(C)C)cc4)c(OC)cc(OC)c32)cc1 (stereo not given)
→ -3, -0.8, -4, 2, -1, 0, -15, 1, -6
- O=C(Nc1ccccc1)C1CCN(C(=O)c2ccc([N+](=O)[O-])cc2)CC1
→ -6, 1.5, -6, -4, 2, 4, -2, -7, 0
- CC(C)c1nc2n[nH]c(N)c2c2c1CCC2
→ -14, 0.6, -1, 0, 1, 0, -3, -26, -13
- COC(=O)/C(=C\c1ccc2c(c1)c1ccccc1n2C)NC(=O)c1ccccc1
→ -9, 2.4, -8, -11, 11, 6, -29, -8, -9
- Clc1ccccc1/C=C/C=N/Nc1nc(N2CCOCC2)nc(N2CCOCC2)n1
→ -13, 0.8, -4, -1, 7, 5, -24, -4, -10

The order is random, and some 2.9% of all compounds hit somewhere here.
